Screens deposited in PubChem BioAssay by several laboratories.
AHR act = human AHR activation; activation, % at 5 µM; 2.5% of 320,000 active; AHR-responsive luciferase reporter cells, luminescence; P35869; in the data active = activation above about 47%;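 also: 0% = vehicle wells and 100% = reference agonist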
Target sequence (P35869 whole entry, looked up): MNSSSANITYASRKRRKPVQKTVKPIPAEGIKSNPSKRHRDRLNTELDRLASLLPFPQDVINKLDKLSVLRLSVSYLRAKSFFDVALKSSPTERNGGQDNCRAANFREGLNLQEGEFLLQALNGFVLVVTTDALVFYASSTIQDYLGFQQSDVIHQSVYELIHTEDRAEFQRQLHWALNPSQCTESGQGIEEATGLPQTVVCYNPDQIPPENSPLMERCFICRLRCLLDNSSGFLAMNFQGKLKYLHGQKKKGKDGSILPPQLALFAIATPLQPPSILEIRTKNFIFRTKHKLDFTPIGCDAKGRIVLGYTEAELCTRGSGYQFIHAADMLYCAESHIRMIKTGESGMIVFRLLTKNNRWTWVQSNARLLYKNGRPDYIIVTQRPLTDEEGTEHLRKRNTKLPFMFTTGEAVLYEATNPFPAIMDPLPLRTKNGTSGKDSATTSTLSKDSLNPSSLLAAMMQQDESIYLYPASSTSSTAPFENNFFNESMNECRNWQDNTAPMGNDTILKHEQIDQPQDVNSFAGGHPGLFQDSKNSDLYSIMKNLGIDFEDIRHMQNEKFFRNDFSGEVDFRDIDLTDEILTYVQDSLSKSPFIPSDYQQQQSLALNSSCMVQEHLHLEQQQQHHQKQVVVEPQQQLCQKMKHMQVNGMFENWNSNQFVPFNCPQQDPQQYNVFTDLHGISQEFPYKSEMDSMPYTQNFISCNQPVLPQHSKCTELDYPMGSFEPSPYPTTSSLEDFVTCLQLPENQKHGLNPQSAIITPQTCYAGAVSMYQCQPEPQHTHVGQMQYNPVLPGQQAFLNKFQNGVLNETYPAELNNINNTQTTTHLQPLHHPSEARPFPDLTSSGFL
LAP4 TOR yeast = modulators of TOR pathway LAP4-GFP in S. cerevisiae; S. cerevisiae LAP4-GFP multiplex, flow cytometry GFP, 3 h; median GFP as percent of DMSO wells; 0.34% of 320,000 active; GFP response vs DMSO, % at 10 µM;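 active = GFP response vs DMSO above a set limit, about the screen mean plus 3 SD, cut at about 150% in these data; inconclusive = under 70 cell events counted for the yeast strain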
Efflux pump mplx = inhibitors of Candida antifungal efflux pumps expressed in yeast; S. cerevisiae Candida pump triplex, Nile Red efflux; inhibition, % at 10 µM; 0.44% of 330,000 active; AID 485275;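 active = plate passing quality check with inhibition over a set limit, or well fluorescence over plate mean plus 4 SD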;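 also: Nile Red retained in pooled yeast measured as flow cytometry median fluorescence; 0% = buffer negative control and 100% = Enniatin B positive control; higher means more Nile Red kept so more efflux inhibition; some compounds called inactive have numbers as strong as hits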
RPL19A TOR yeast = alters RPL19A-GFP fluorescence in TOR pathway yeast screen | S. cerevisiae RPL19A-GFP strain, flow cytometry, 3 h; hits give low values | percent response vs DMSO, % at 10 µM | 0.3% of 330,000 active | AID 2025;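 active = percent response vs DMSO below 50%; inconclusive = fewer than 70 events counted for the yeast strain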;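 also: median channel GFP fluorescence of the barcoded RPL19A-GFP strain; ratio of sample median GFP to plate DMSO average so 100% = DMSO; lower means less RPL19A-GFP as with rapamycin TOR inhibition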
CIT2 TOR yeast = modulators of TOR pathway CIT2-GFP in S. cerevisiae; S. cerevisiae CIT2-GFP strain, flow cytometry, 3 h; 100 means same as DMSO wells; GFP response vs DMSO, % at 10 µM; 0.065% of 320,000 active;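 active = GFP response relative to DMSO above a set limit, near the screen mean plus 3 SD, cut at about 150% in these data; inconclusive = Fewer than 70 cells measured for a yeast strain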;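 also: ratio of well median GFP fluorescence to mean of DMSO wells on the plate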
Yeast superoxide = lowers age-related superoxide in aged yeast cells. S. cerevisiae aged cells, superoxide DHE fluorescence; hits give low values. superoxide response (% of plate mean), % at 10 µM. 0.18% of 330,000 active. AID 2690;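 active = superoxide response under a set limit, about three screen SD below normal, cut at about 65% in these data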;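 also: yeast aged for seven days with compound at 30 °C before DHE staining; 100% = average MFI of all compound-treated wells on the plate with controls excluded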
MEP2-GFP yeast = modulators of TOR pathway MEP2-GFP in S. cerevisiae. AID 2016. GFP response vs DMSO, % at 10 µM. S. cerevisiae MEP2-GFP strain, flow cytometry GFP, 3 h; 100% = DMSO control level. 0.51% of 330,000 active;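 active = GFP response versus DMSO above a set limit, roughly screen mean plus 3 SD, cut at about 180% in these data; inconclusive = fewer than 70 cells counted for a yeast strain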;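 also: median GFP fluorescence of the barcode-gated MEP2-GFP cells per well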
AGP1-GFP MLPCN = modulators of TOR pathway AGP1-GFP in S. cerevisiae; S. cerevisiae AGP1-GFP multiplex flow cytometry, 3 h; GFP as percent of DMSO wells; GFP response vs DMSO, % at 10 µM; 0.02% of 320,000 active; AID 2066;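 active = GFP response relative to DMSO above a set limit, near screen average plus 3 SD, cut at about 150% in these data; inconclusive = fewer than 70 cells counted for the yeast strain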;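 also: median GFP channel fluorescence of the gated AGP1 strain per well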
* marks the source's active call; other numbers are inactive results; ? = inconclusive; nt = not tested or not shown; [ ] = another dose, or the depositor's remark.

structure	CIT2 TOR yeast	Yeast superoxide	AGP1-GFP MLPCN	MEP2-GFP yeast	RPL19A TOR yeast	LAP4 TOR yeast	AHR act	Efflux pump mplx
CCC(CO)Oc1cc(NC(=O)c2cccc(OC)c2)c2ncn(C(C)C)c2c1 (stereo not drawn)	87	111	94	92	93	100	9	0.2
Cc1cc(-c2nn(-c3ccccc3F)cc2CN2CCN(c3ccccn3)CC2)c(C)s1	99	97	108	95	99	103	4	0.1
Cc1ccc(Cn2c(NCCc3ccccc3)nc3c2c(=O)n(C)c(=O)n3C)cc1	103	95	100	103	102	102	0	0.0
O=C(O)Cc1n[nH]c(=O)c2ccccc12	103	98	101	103	101	97	0	0.1
CC(=O)c1cccc(N(CC(=O)Nc2ccccc2C(=O)N2CCCC2)S(C)(=O)=O)c1	91	93	90	93	100	83	0	0.1
COc1ccc(NC(=O)N(Cc2ccc(C)cc2)Cc2cccnc2)c(OC)c1	97	93	98	93	95	97	2	-0.2
Nc1nnc(SCC(=O)Nc2cccc(S(N)(=O)=O)c2)s1	100	96	103	100	100	107	1	-0.1
CC1=C(C(=O)NC2CC(C)(C)Cc3c2cnn3-c2ccc(C)cc2)OCCO1 (stereo not drawn)	103	100	91	93	108	68	nt	0.0
CCN(CC)S(=O)(=O)c1ccc2c(c1)c(=O)c(C(=O)NCc1ccco1)cn2C	90	113	112	106	105	100	4	-0.1
COCC(C)n1c(C)cc(C(=O)COc2ccc(C)nc2[N+](=O)[O-])c1C (stereo not drawn)	122	80	119	142	121	126	-7	-0.1
N#Cc1nc(-c2ccccc2)oc1NCC1CCCO1 (stereo not drawn)	92	102	89	105	98	89	10	-0.1
NNC(=O)c1ccc(NS(=O)(=O)c2ccc(Br)cc2)cc1	97	109	92	106	98	96	9	0.3
Cc1cccc(N(Cc2cc(=O)[nH]c3ccccc23)C(=O)C(C)C)c1	102	112	102	110	100	109	5	0.3
O=c1oc2cc(O)ccc2cc1-c1ccccc1	91	99	85	99	92	95	-1	0.1
CCCCSC(=S)N(C)C1CCS(=O)(=O)C1 (stereo not drawn)	102	95	105	103	99	94	-1	-0.1
COc1cc(C(=O)NCCCNc2nc3cc(C)c(C)cc3cc2C#N)cc(OC)c1OC	99	97	105	95	97	114	0	0.0
COCC(C)NC(=S)N1CCN(c2ccccc2Cl)CC1 (stereo not drawn)	87	99	79	86	88	76	1	-0.1
C[C@H](CO)N1C[C@H](C)[C@H](CN(C)S(=O)(=O)c2ccccc2)Oc2ccc(NC(=O)NC3CCCCC3)cc2CC1=O	92	104	96	94	94	106	-1	-0.2
Cc1ccc(Cl)cc1NC(=O)CN1C(=O)NC2(CCCCCC2)C1=O	105	97	102	99	97	99	0	-0.3
CC1CCCCN1CCCNc1ccc(C(CC(N)=O)NC(=O)Cc2cccc3ccccc23)cc1[N+](=O)[O-] (stereo not drawn)	111	96	98	102	104	136	-4	-0.1
COc1ccc(C2=NO[C@H]3C[C@](C(=O)NC(C)C)(S(=O)(=O)c4ccccc4)C[C@@H]23)cc1	66	95	75	95	92	130	1	0.0
CCCN(Cc1nnc(-c2cccs2)o1)C(=O)CN1C(=O)NC2(CCCCC2C)C1=O (stereo not drawn)	100	114	94	95	93	87	0	0.1
COc1ccc2ccccc2c1/C=N/N1C(=O)CSC1=S	96	84	92	94	95	98	26	0.1
CCC(CC)C(=O)N=C1SC2CS(=O)(=O)CC2N1CCc1ccc(OC)cc1 (stereo not drawn)	104	95	101	101	97	96	-2	0.0
CN(Cc1cn(-c2ccccc2)nc1-c1ccc2c(c1)OCO2)Cc1nccn1C	92	91	86	84	90	83	48*	-0.1
COc1ccc(OC)c(NC(=O)CCN2CCN(Cc3ccccc3)CC2)c1	99	85	103	105	99	98	1	0.0
CCNC(=O)CN(c1ccc(OC)c(OC)c1)S(=O)(=O)c1ccccc1	91	100	97	95	97	93	0	0.0
CCN(CC)S(=O)(=O)c1ccc(Cl)c(C(=O)Oc2cccnc2)c1	?	85	?	444*[may fluoresce violet]	43*[may fluoresce violet]	82[may fluoresce violet]	-1	-0.2
O=C(Nc1ccc(N2CCOCC2)cc1)c1cc(F)c(F)cc1Cl	104	101	100	89	105	86	-4	0.6
CNC(=S)N(CCN(C)C)Cc1cc2cc3c(cc2[nH]c1=O)OCO3	94	100	85	96	89	77	10	-0.1
CCN(CC)CCN(C(=O)C1CCCCC1)c1nc2cc3c(cc2s1)OCO3	109	82	101	104	98	103	22	-0.5
COc1ccc(Br)c(C(=O)NCC2CCCCC2)c1	95	102	89	98	97	82	1	0.2
CC1(C)CC(=O)C(CC(=O)NC(=O)NCc2ccccc2)=C(O)C1	99	106	103	101	94	98	1	0.0
COc1ccc(N=C2C(=Nc3ccc(OC)cc3)N(c3ccc(N(C)C)cc3)C(=S)N2c2ccc(OC)cc2)cc1	104	111	103	103	100	106	3	0.0
Cc1ccc(S(=O)(=O)N(C)CC(=O)NCCCn2ccnc2)cc1	105	99	100	96	99	108	-2	-0.5
Cc1[nH]oc(=O)c1N=Nc1ccc2[nH]c(=O)[nH]c2c1	93	97	105	90	93	111	2	0.0
Cn1c(=O)c2c(-c3ccccc3)n3c4ccccc4ncc3c2n(C)c1=O	98	101	99	111	96	106	2	-0.2
Cc1cc(NC(=O)Nc2ccccc2F)ccc1Br	88	113	93	101	100	112	22	0.0
Cc1ccc(S(=O)(=O)N2CC(=NO)C2)cc1	85	91	98	106	104	102	-2	0.0
COCc1nnc(NC(=O)c2c(-c3c(Cl)cccc3Cl)noc2C)s1	85	99	94	94	100	79	2	0.7
Cc1nn(C)c(C)c1S(=O)(=O)N1CCC(C(=O)NC2CCCc3ccccc32)CC1 (stereo not drawn)	99	88	98	102	97	101	-1	-0.1
COc1ccccc1C1=NN(C(=O)c2ccccc2)C(c2ccc(Br)cc2)C1 (stereo not drawn)	104	60*	102	111	109	97	13	0.4
O=C(/C(=C(/[O-])c1ccccc1)[n+]1ccccc1)c1ccc([N+](=O)[O-])cc1	98	107	98	98	101	95	1	0.0
CC(C)n1ncc(C(N)=O)c1N	91	94	99	101	99	106	3	-0.1
CCCN(CCc1ccccc1)C1CCc2c(O)cccc2C1 (stereo not drawn)	83	91	87	100	101	106	4	-0.1
CC1C(=O)Nc2ccc(S(=O)(=O)N3CCN(c4ccccc4F)CC3)cc2NC1=O (stereo not drawn)	103	79	104	103	102	105	1	-0.1
O=C1CCC2(C(=O)O)Sc3ccccc3N12 (stereo not drawn)	104	100	104	101	111	103	1	0.1
COC(=O)c1ccc2c(C)c(C3(O)CCCCC3)[nH]c2c1	91	94	100	104	98	111	10	-0.1
Cc1ccc(S(=O)(=O)N2CCCC2CNC(=O)C(=O)NCc2ccccn2)cc1 (stereo not drawn)	94	101	106	100	105	112	3	0.0
CN1C(CC(=O)Nc2ccc(Cl)cc2Cl)c2ccccc2CC1(C)C (stereo not drawn)	91	99	97	104	97	108	0	0.2
COc1ccc(OC)c(NC(=O)c2ccc(Cl)cc2)c1	104	91	103	106	96	109	18	0.0
Cc1cc(NC(=O)c2cc(-c3cccc(Cl)c3)on2)no1	105	101	114	80	102	92	-1	-0.1
O=C1c2ccccc2NC(c2cn[nH]c2-c2ccccc2)N1O (stereo not drawn)	95	90	101	96	105	96	36	0.1
CC(C)CNC(=O)c1cc(-c2ccc(Br)cc2)on1	100	116	98	108	98	107	-1	-0.1
O=C(NCCNc1cc(Cl)ccc1[N+](=O)[O-])c1ccco1	104	96	108	108	103	101	16	-0.2
CN1CCN(S(=O)(=O)c2cccc(C(=O)NC3CCCC3)c2)CC1	105	95	110	100	103	104	-2	0.0
O=C(NCCc1ccccc1)c1ccc2c(c1)N(Cc1ccccc1)CCS2	98	100	99	102	101	97	6	-0.1
C=CCNC(=O)c1ccc(CN2CCC(Cc3ccccc3)CC2)cc1	108	100	100	109	103	97	-1	-0.1
CNC(=S)N1CCN(C(=O)C2CCCO2)CC1 (stereo not drawn)	112	101	115	113	109	112	-1	0.1
C=CCn1nc2n(c1=O)-c1ccccc1SC2	105	83	110	100	108	105	-1	-0.1

Additional compounds follow.
structure	CIT2 TOR yeast	Yeast superoxide	AGP1-GFP MLPCN	MEP2-GFP yeast	RPL19A TOR yeast	LAP4 TOR yeast	AHR act	Efflux pump mplx
COc1ccc(Cl)cc1NC(=S)N(Cc1ccccc1C)CC1CCC(C(=O)O)CC1 (stereo not drawn)	91	112	97	100	94	98	3	0.1
O=C(CSCCO)N1CCc2ccccc21	98	92	101	104	99	101	13	-0.2
COC(=O)c1ccc(N2CCN(S(=O)(=O)c3ccc4ccccc4c3)CC2)c([N+](=O)[O-])c1	86	103	92	101	94	94	-1	0.1
COc1cc(C(=O)OCC(=O)Nc2sccc2C(N)=O)cc(OC)c1OC	88	90	96	102	97	116	1	-0.1
Cn1c(CN2CCCC2)c(C#N)c2ccccc21	104	103	108	107	106	95	-5	0.0
COc1ccccc1NC(=O)Nc1c(C)n(C)n(-c2ccccc2)c1=O	103	93	105	104	101	101	1	-0.1
C/C(=N\NC(=O)Cc1ccc(Cl)cc1)c1ccccc1O	92	101	101	103	102	94	1	-0.1
Oc1ccc2ccc3cccc[n+]3c2c1	94	106	99	110	100	103	2	1.2
CC(C)CCN(C(=O)Cc1ccc(Cl)c(Cl)c1)c1c(N)n(Cc2ccccc2)c(=O)[nH]c1=O	?	83	26[may fluoresce violet]	71[may fluoresce violet]	68[may fluoresce violet]	105[may fluoresce violet]	1	-0.2
CC[n+]1c(/C=C/C=C/N(C(C)=O)c2ccccc2)sc2ccccc21	395*	119	148	514*	105	273*	5	1.3*
COc1ccc(/C=C2\NC(=S)N(CC3CCCO3)C2=O)c(OC)c1C (stereo not drawn)	88	91	97	92	94	106	6	0.1
CC1CCCCC1NC(=O)COC(=O)c1ccc(S(=O)(=O)N2CCOCC2)cc1 (stereo not drawn)	93	92	97	101	102	99	0	0.0
O=C(COC(=O)c1cc(Cl)ccc1Cl)NCCN1C(=O)CSC1=O	99	98	99	101	105	95	24	32*
CCOc1ccc(NC(=S)NC23CN4CN(CN(C4)C2)C3)cc1	106	102	117	107	112	104	-1	-0.1
CC1CCCCN1S(=O)(=O)c1ccc(S(=O)(=O)NCCc2ccncc2)cc1 (stereo not drawn)	110	92	113	109	107	110	-1	0.0
Cc1nn(Cc2ccccc2)c(C)c1C(=O)OCC(=O)c1cc(C)n(CC(F)(F)F)c1C	102	97	105	102	102	104	1	0.0
Cc1ccc(Nc2ncccc2C(N)=O)cc1[N+](=O)[O-]	98	110	99	102	103	98	2	-0.1
O=C(CSc1ncccn1)NCc1ccccc1Cl	115	88	107	109	nt	107	7	0.1
COc1ccc(CCNS(=O)(=O)c2cn(C)c(=O)n(C)c2=O)cc1OC	103	116	102	104	101	103	1	0.0
O=C(Nc1c(C(=O)O)oc2ccc(Br)cc12)c1ccccc1	107	129	98	102	103	96	11	0.0
COC(=O)c1ccc(C(=O)OC)c(NC(=O)CN2CCC(C)CC2)c1	94	90	92	99	94	91	1	0.0
